Assay outcomes: PubChem, several laboratories
TRPC4 PAM – positive allosteric modulators of TRPC4, primary screen, cell-based, mouse TRPC4beta, HEK293 mu-opioid, Fluo-4 calcium | Short transient receptor potential channel 4 (Mus musculus), Q9QUQ5 | AID 2227, 2009 | hit rate 0.42% among 310,000 | B-score at 10 µM | DAMGO EC20, Fluo-4 Ca2+ flux; hits give high values;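 active = B-score of calcium response area above 5 SD of library B-scores, with initial fluorescence ratio within 5 SD of library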;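 note: B-score of integrated fluorescence ratio over time as area under calcium response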
Target sequence (Q9QUQ5 whole entry, looked up): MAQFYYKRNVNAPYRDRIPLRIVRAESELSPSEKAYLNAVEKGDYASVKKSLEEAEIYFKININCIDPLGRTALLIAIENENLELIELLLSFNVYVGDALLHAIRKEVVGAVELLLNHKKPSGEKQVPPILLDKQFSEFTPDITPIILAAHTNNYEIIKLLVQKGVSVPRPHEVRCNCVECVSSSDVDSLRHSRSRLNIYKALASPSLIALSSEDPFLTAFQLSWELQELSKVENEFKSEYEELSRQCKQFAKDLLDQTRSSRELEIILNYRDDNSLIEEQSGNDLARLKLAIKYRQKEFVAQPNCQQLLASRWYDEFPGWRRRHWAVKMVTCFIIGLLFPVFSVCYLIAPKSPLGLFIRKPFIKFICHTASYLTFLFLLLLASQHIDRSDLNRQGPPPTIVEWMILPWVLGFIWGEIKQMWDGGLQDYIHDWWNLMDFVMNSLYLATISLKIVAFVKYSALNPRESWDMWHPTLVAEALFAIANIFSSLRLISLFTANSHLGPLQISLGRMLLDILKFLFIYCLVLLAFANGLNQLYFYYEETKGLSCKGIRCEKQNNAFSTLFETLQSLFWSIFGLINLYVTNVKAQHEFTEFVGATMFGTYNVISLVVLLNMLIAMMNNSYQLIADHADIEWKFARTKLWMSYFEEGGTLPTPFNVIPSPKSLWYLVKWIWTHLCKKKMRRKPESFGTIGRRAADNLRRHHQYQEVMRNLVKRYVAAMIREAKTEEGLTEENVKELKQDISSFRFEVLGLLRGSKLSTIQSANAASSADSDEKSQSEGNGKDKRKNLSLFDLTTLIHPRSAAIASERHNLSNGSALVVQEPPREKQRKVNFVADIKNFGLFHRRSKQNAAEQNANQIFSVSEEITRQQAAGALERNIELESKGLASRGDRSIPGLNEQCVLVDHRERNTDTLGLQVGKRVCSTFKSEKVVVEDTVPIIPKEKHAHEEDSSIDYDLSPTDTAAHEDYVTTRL
TRPC4 agonist – activators of mouse TRPC4 channel, primary screen, Fluo4 calcium, HEK293 TRPC4beta/mu-opioid cells | Short transient receptor potential channel 4 (Mus musculus), Q9QUQ5 | Fluo4 calcium fluorescence; hits give high values | B-score at 10 µM | hit rate 0.49% among 310,000 | AID 2237, 2010;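 active = B-score above 5 SD of library B-scores, and initial fluorescence ratio not above library mean plus 5 SD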;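 note: positive B-score marks a calcium rise read as TRPC4 activation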
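system = HEK293 cells stably co-expressing mouse TRPC4beta and mu-opioid receptor | schedule = Fluo4 dye loading 45 min at room temperature, 110 s recording | measure = B-scored integrated calcium fluorescence ratio | signal = Fluo4 calcium-sensitive dye fluorescence, kinetic, 1 Hz baseline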
HIF activator – HIF pathway transcriptional activators, primary screen, cell-based, U2OS HRE-luciferase, luminescence. U2OS HRE-luciferase reporter; normalized: DMSO 0%, desferrioxamine 100%. activation, % at 7.5 µM (by protocol). hit rate 0.32% among 300,000. AID 1910, 2009;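 active = mean activation of at least 10% of the iron chelator positive control signal, with at least half of replicates also reaching 10%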
TRPC6 inhibitor – mouse TRPC6 channel inhibitors, primary screen, cell-based, HEK293, membrane potential dye | Short transient receptor potential channel 6 (Mus musculus), Q61143 | ACh-evoked depolarization; hits give low values | B-score at 10 µM | hit rate 1.1% among 310,000;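 active = B-score under library mean minus 3 SD, initial fluorescence not abnormally high, positive integrated signal ratio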;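 note: B-score derived from integrated fluorescence ratio over the kinetic read; more negative B-score means stronger inhibition of depolarization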
KLF5 inhibitor – KLF5 expression inhibitors, primary screen, DLD-1 cells, luminescence; DLD-1 KLF5 promoter-luciferase reporter; hit rate 0.23% among 290,000; inhibition, % at 5 µM;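 active = inhibition above a per-plate limit of that plate's mean compound inhibition plus 3 SD, cut at about 60% in these data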;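 note: 0% = DMSO wells and 100% = LY294002 at 200 µM; higher means less KLF5 promoter-driven luciferase light; inactives centre near -14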
TRPC6 activator – mouse TRPC6 channel activators, primary screen, cell-based, HEK293, membrane potential dye; HEK293-TRPC6 membrane potential dye fluorescence; hits give high values; B-score at 10 µM; hit rate 0.13% among 310,000;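 active = B-score of the integrated fluorescence ratio above library mean plus 3 SD, and starting fluorescence ratio within library mean plus 5 SD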;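 note: higher score means more depolarization so channel activation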
IEC-6 cytotox – cytotoxicity in IEC-6 intestinal epithelial cells, primary screen, cytotoxicity control for KLF5 inhibitor project, cell-based, luminescence; IEC-6 cytotoxicity, luminescence viability; hit rate 0.78% among 290,000; AID 1825, 2009; inhibition, % at 5 µM; in the data active = inhibition above about 22%;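 note: 0% = plate median of test compound wells and 100% = cytotoxic reference compound wells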
TRPC4 block – inhibitors of mouse TRPC4 channel, primary screen, Fluo4 calcium, HEK293 TRPC4beta/mu-opioid cells | B-score at 10 µM | hit rate 0.39% among 300,000 | DAMGO-evoked Fluo4 calcium flux; hits give low values | Short transient receptor potential channel 4 (Mus musculus), Q9QUQ5;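 active = B-score over 3 SD under the library average, no early fluorescence shift, positive overall ratio signal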
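Assay system – HEK293 line stably carrying TRPC4beta and mu-opioid receptor · Doses – single dose · Detection – Fluo4 calcium-dye fluorescence, kinetic read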
aSyn UTR inh – MLPCN primary screen, SNCA 5' untranslated region; inhibition, % (tested at 7.5 µM); alpha-synuclein 5'UTR reporter, inhibitor activity; AID 1813, 2009; hit rate 0.82% among 300,000; in the data active = inhibition above about 60%;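 note: H4 neuroglioblastoma cells stably carrying SNCA 5'UTR luciferase fusion; 0% = DMSO wells and 100% = positive control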
MrgX1 antag – antagonists of human MrgX1 receptor, primary screen, HEK293 cells, Fluo-4 calcium flux | Mas-related G-protein coupled receptor member X1 (Homo sapiens), Q96LB2 | BAM8-22 antagonism; hits give low values | B-score at 10 µM | hit rate 1.3% among 310,000 | AID 588676, 2011;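 active = calcium-response B-score plate-corrected more than 3 library SD below zero, starting fluorescence within 5 deviations, no agonist response on first addition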;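 note: peak minus trough fluorescence over baseline after final BAM8-22 challenge near maximal dose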
SKKanGAS inh – S. pyogenes SKKanGAS growth inhibitors in kanamycin, primary screen, streptokinase expression inhibitor project, SKKanGAS strain, BacTiter-Glo luminescence; 6 h; inhibition, % at 7.5 µM; hit rate 1.3% among 300,000;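 active = mean replicate score, as percent of positive control median, at least 50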;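 note: strain carries kanamycin resistance gene driven by streptokinase promoter and grows in 40 µg/ml kanamycin; loss of luminescence reflects streptokinase promoter inhibition or plain growth inhibition; 0% = median of DMSO wells and 100% = positive control at its reference dose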
Starred values were filed as active, the others as inactive; i = inactive; / = no result given.

SMILES | TRPC4 PAM | TRPC4 agonist | HIF activator | TRPC6 inhibitor | KLF5 inhibitor | TRPC6 activator | IEC-6 cytotox | TRPC4 block | aSyn UTR inh | MrgX1 antag | SKKanGAS inh
CC/C(CC(=O)C(F)(F)F)=N\NC(=O)/C(C#N)=C/N(C)C | i | i | -0.2 | i | -14 | i | 2 | i | 8 | i | -1
c1ccc(Sc2nc(N3CCCCC3)nc(N3CCCCC3)n2)nc1 | i | i | -0.4 | i | 5 | i | 4 | i | 8 | i | -2
Cc1ccc(C(=O)NCCNC(=O)c2ccc(F)cc2)cn1 | i | i | 0.0 | i | -9 | i | -1 | i | 3 | i | 14
C/C(CC1CC(C)(C)OC1=O)=N/Nc1nc(-c2ccccc2)cs1 (stereo not drawn) | i | i | -0.2 | i | 0 | i | 4 | i | -25 | i | 8
O=C(NC1CCCc2ccccc21)C1CCN(c2c3c(nc4ncnn24)CCC3)CC1 (stereo not drawn) | i | i | 0.0 | i | -31 | i | 2 | i | 19 | i | 2
COC(=O)N/N=C(\C)c1ccccc1OC(F)F | i | i | 3.9 | i | -3 | i | 2 | i | 4 | i | -15
O=C(CCN1C(=O)C2C3C=CC(C3)C2C1=O)NCC1CCCO1 (stereo not drawn) | i | i | -0.3 | i | -14 | i | 4 | i | 10 | i | -1
CCCn1c(-c2cccs2)nc2nc3ccccc3nc21 | i | i | 0.6 | i | -11 | i | 5 | i | -2 | i | 10
CCCOC(=O)c1ccc(NC(=O)CC(C)(C)C)cc1 | i | i | 3.3 | i | -166 | i | 5 | i | -109 | -4.5* | -8
CCOC(=O)C1=C(C)N(CCCC(=O)O)C(=O)NC1c1ccc2ccccc2c1 (stereo not drawn) | i | i | -0.1 | i | / | i | / | i | -7 | i | -2
COc1cc(Cl)ccc1OCc1cc(C(=O)N(C)C2CCOC2)no1 (stereo not drawn) | i | i | 2.1 | i | -108 | i | -5 | i | -59 | i | 1
CCC(CC)C(=O)Nc1nnc(S(=O)(=O)Nc2ccccc2C)s1 | i | i | -0.3 | i | -41 | i | -1 | i | 11 | i | 10
CCOc1ccc(C(C(=O)NCC2CCCO2)N(C(=O)c2snc(C(N)=O)c2N)c2ccc3c(c2)OCCO3)cc1 (stereo not drawn) | i | i | 0.0 | i | -8 | i | -2 | i | 21 | i | -2
COc1cc(NC(=O)CSc2nc3ncnc(N)c3[nH]2)c(C(=O)O)cc1OC | i | i | 0.0 | i | -7 | i | 1 | i | -25 | i | 1
CCCS(=O)(=O)N1CCCC(C(=O)NCCN(CC)CC)C1 (stereo not drawn) | i | i | 0.0 | i | -23 | i | 1 | / | 3 | i | 1
CCc1c(O)nc(SCC(=O)Nc2ccccc2OC)[nH]c1=O | i | i | 0.1 | i | -28 | i | -1 | i | -40 | i | -2
CCc1ccc(CNCc2cccnc2)cc1 | i | i | -41 | i | 4 | i | -3 | i | -20 | i | 19
O=C(O)C/C(=C\c1ccc(N2CCOCC2)c([N+](=O)[O-])c1)c1nc2ccccc2s1 | i | i | 1.8 | i | -1 | i | -5 | i | -16 | i | 14
CCN(c1ccc(NS(=O)(=O)c2cc(Cl)ccc2Cl)cc1)C(C)C | i | i | 0.2 | i | -28 | i | -4 | i | 7 | i | -7
COC(=O)c1ccc(NC(=O)CN2C(=O)c3ccccc3S2(=O)=O)cc1 | i | i | 0.9 | i | 7 | i | 3 | i | 33 | i | 3
CCc1ccc(-n2nc3ccc(NC(=O)c4ccc5c(c4)OCO5)cc3n2)cc1 | i | i | 0.7 | i | -20 | i | 3 | i | -66 | i | 15
Cc1cccc(NC(=S)N(CCN2CCOCC2)Cc2ccccc2F)c1 | i | i | -0.6 | i | -10 | i | 4 | i | 14 | i | -4
CCc1noc(C)c1C(=O)N(C)CC(=O)Nc1ccccc1Br | i | i | -0.4 | i | / | i | / | i | 7 | i | -6
COc1ccc(-n2nc(C(=O)N3CCC(C#N)CC3)c3c4ccccc4n(C)c3c2=O)cc1 | i | i | 0.1 | i | -33 | i | 1 | i | -8 | i | -4
O=C(CSc1nncn1-c1ccccc1)Nc1ccccc1F | i | i | -0.2 | i | -17 | i | -2 | i | -24 | i | -15

Other entries
SMILES | TRPC4 PAM | TRPC4 agonist | HIF activator | TRPC6 inhibitor | KLF5 inhibitor | TRPC6 activator | IEC-6 cytotox | TRPC4 block | aSyn UTR inh | MrgX1 antag | SKKanGAS inh
CCc1ccc(OCCCC(=O)Nc2nccs2)cc1 | i | i | 0.4 | i | -23 | i | 0 | i | -20 | i | 17
Cc1ccc(S(=O)(=O)N2CCN(C)CC2)cc1 | i | i | -9.2 | i | -8 | i | -1 | i | 5 | i | -2
Cn1c(-c2cc(Br)ccc2O)n[nH]c1=S | i | i | -0.4 | i | -12 | i | 1 | i | -21 | i | 67*
Cc1nonc1CC(=O)NC1CCCc2c1cnn2-c1ccc(F)cc1F (stereo not drawn) | i | i | 0.7 | i | -6 | i | 3 | i | 18 | i | -6
Cc1cc(C)cc(NS(=O)(=O)c2ccc3c(c2)C(C)(C)C(=O)N3C)c1 | i | i | -0.4 | i | -18 | i | 3 | i | 2 | i | 1
COc1ccc(OC)c(S(=O)(=O)N2CCC(C(=O)Nc3cccc(C)c3C)CC2)c1 | i | i | -0.3 | i | -45 | i | -4 | i | 35 | i | -10
Cc1ccc(NC(=O)/C(=C\c2ccccc2)NC(=O)c2ccco2)cc1 | i | i | 0.2 | i | -4 | i | -4 | i | -9 | i | -7
CC(=O)Nc1nonc1NC(=O)c1ccc(C(C)(C)C)cc1 | i | i | 4.5 | i | -12 | i | -2 | i | -153 | i | -7
Cc1nn(C)cc1/C=N/NC(=O)c1ccc2c(c1)OCO2 | i | i | -0.5 | i | -12 | i | -1 | i | 0 | i | -6
CCN(CC)CCCn1c2c(c(SCC(=O)Nc3ccc(OC(F)(F)F)cc3)nc1=O)CCC2 | i | i | 1.3 | i | / | i | / | i | -37 | i | 3
FC(F)(F)c1cccnc1Oc1ccc(C2=NCCS2)cc1 | i | i | / | i | 6 | i | 4 | i | / | i | 1
COc1ccc(C2NC(=O)c3ccccc3N2)cc1OC (stereo not drawn) | i | i | 0.9 | i | -15 | i | 9 | i | -32 | i | 0
O=C1N=C(N2CCCC2C(=O)O)S/C1=C\c1ccco1 (stereo not drawn) | i | i | 0.0 | i | 10 | i | -6 | i | -4 | i | 0
CC(=O)Oc1ccc(-c2csc(Nc3ccc(Cl)cn3)n2)cc1 | i | i | 2.4 | i | -122 | i | 3 | i | -135 | i | 34
Cc1noc(C(=O)NCC2CCCO2)c1Cl (stereo not drawn) | i | i | -0.6 | i | -17 | i | -4 | i | 8 | i | -1
COc1ccc(C(=O)NCCCNC(=O)c2cccnc2)cc1Br | i | i | -0.1 | i | -19 | i | -7 | i | 6 | i | -6
Cc1c(C(C)O)nnn1-c1nonc1N (stereo not drawn) | i | i | -0.6 | i | -12 | i | 1 | i | 14 | i | -2
COC(=O)CSc1ccsc1C(=O)O | i | i | 0.1 | i | -24 | i | -2 | i | 2 | i | 4
O=C(Nc1nc2ccsc2c(=O)s1)c1ccc(F)cc1 | i | i | 3.6 | i | -62 | i | 7 | i | -158 | i | 10
Cc1c(C)c2ccc(Oc3ccc([N+](=O)[O-])cc3C(F)(F)F)c(C)c2oc1=O | i | i | -0.2 | i | -21 | i | 3 | i | -6 | i | 6
O=C(COC(=O)c1ccc(Sc2ccccc2)c([N+](=O)[O-])c1)NC1CCCc2ccccc21 (stereo not drawn) | i | i | -0.3 | i | -32 | i | 0 | i | 24 | i | 0
COc1ccc(C(=O)NC(=S)NCC2CCCO2)cc1 (stereo not drawn) | i | i | 1.5 | i | -24 | i | -4 | i | -71 | i | -13
S=c1nc[nH]c2c1[nH]c1ccc(Cl)cc12 | i | i | 0.6 | i | -7 | i | 1 | i | 12 | i | 3
Cc1ccccc1C(=O)NCCn1cc(SCC(=O)NCC2CCCO2)c2ccccc21 (stereo not drawn) | i | i | 0.4 | i | -24 | i | -4 | i | 0 | i | 1
COc1ccc(NCc2nnc(SCC(=O)Nc3cc(C)cc(C)c3)o2)cc1 | i | i | 1.0 | i | -2 | i | 2 | i | -65 | i | 2

(next part)
SMILES | TRPC4 PAM | TRPC4 agonist | HIF activator | TRPC6 inhibitor | KLF5 inhibitor | TRPC6 activator | IEC-6 cytotox | TRPC4 block | aSyn UTR inh | MrgX1 antag | SKKanGAS inh
C/C=C\C=C/C(=O)Nc1cccc(C2=NOC3(C2)C[C@H](C(N)=O)N(C(=O)Cc2ccc([N+](=O)[O-])cc2)C3)c1 (stereo partly drawn) | i | i | -4.3 | i | / | i | / | i | -9 | i | 14
C/C(=N\NC(=O)CCc1c(C)n[nH]c1C)c1ccc([N+](=O)[O-])cc1 | i | i | 0.1 | i | -2 | i | 2 | i | 15 | i | 6
CC1(C(=O)Nc2cccc(C(F)(F)F)c2)CO1 (stereo not drawn) | i | i | -0.5 | i | 25 | i | 5 | i | -19 | i | 3
CCN(C(=O)COc1ccccc1)C1CCCCC1 | i | i | -0.2 | i | -37 | i | -10 | i | 8 | i | 2
OC(CNC1CCCC1)COc1ccc(F)cc1 (stereo not drawn) | i | i | -1.1 | i | -35 | i | 1 | i | -6 | i | 1
O=C(COc1ccc(F)cc1)N(Cc1ccc(Cl)cc1)C1CCS(=O)(=O)C1 (stereo not drawn) | i | i | / | i | -13 | i | -4 | i | 8 | i | 6
Cn1c(COc2ccccc2)nnc1SCc1cc(=O)[nH]c2ccccc12 | i | i | 0.2 | i | -19 | i | 0 | i | -4 | i | -8

Marked active in MrgX1 antag, of those listed so far:
Compound,TRPC4 PAM,TRPC4 agonist,KLF5 inhibitor,TRPC6 activator,TRPC4 block,aSyn UTR inh,MrgX1 antag
CCCOC(=O)c1ccc(NC(=O)CC(C)(C)C)cc1,i,i,-166,i,i,-109,-4.5*
